# Assay outcomes (PubChem BioAssay)
# Fluor 339 460 – intrinsic fluorescence of library compounds, ex339/em460 – biochemical, MLSMR library, data from DPM-DC assay, artefact control, profiling panel; compound autofluorescence, ex339/em460 nm, NADH buffer; stronger effect = higher value; 1 = no-compound wells, NADH background; fluorescence fold increase at 10 µM; hit rate 5.5% among 65,000; AID 709;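 active = at 10 µM, mean starting fluorescence two-fold or more over control wells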;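 note: signal is the first read of a kinetic run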
# SF-1 act – SF-1 (human) activation; hit rate 1.9% among 65,000; CHO-K1 Gal4-SF-1 LBD luciferase reporter; % increase over DMSO SF-1-specific signal; activation, % at 10 µM; Q13285;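 active = activation above the mean activation of all tested compounds plus 3 SD, cut at about 50% in these data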
# Target sequence (Q13285 whole entry, looked up, the tested form may be a part): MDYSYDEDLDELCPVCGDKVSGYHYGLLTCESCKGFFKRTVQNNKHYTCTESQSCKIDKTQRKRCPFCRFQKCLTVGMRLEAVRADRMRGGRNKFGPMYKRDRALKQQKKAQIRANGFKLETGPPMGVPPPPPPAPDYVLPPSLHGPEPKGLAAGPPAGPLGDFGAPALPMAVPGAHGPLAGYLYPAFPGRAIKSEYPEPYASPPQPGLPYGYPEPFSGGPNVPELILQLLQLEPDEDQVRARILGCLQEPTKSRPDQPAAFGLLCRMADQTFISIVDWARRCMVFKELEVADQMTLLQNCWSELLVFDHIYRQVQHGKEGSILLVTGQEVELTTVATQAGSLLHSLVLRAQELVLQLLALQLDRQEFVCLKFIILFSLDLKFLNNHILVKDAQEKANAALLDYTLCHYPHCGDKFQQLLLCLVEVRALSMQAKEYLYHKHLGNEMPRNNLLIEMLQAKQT
#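 material = CHO-K1 cells with Gal4–hSF-1 LBD chimera plus Gal4-driven luciferase | compound = 10 µM single point, 1% DMSO | incubation = 20 h compound exposure at 37 °C after 1 h cell settling | measured by = SteadyLite luciferase luminescence | evaluation = percent activation relative to DMSO median and mock-transfected background | control set = DMSO negative control and −SF1 background wells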
# RORA act – activates the human nuclear receptor RORA; P35398; CHO-K1 Gal4-RORA LBD luciferase reporter, luminescence; percent increase over mock-subtracted basal signal; activation, % at 10 µM; hit rate 1.5% among 65,000; AID 560;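 active = activation above the mean of all tested compounds plus 3 SD, cut at about 49% in these data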;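 note: 0% = DMSO-treated RORA cells and 100% = added signal equal to DMSO minus mock-transfected cells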
# Ec RNAP inh – Escherichia coli RNA polymerase inhibition; P0A8V2; E. coli RNA polymerase, fluorescence transcription assay; inhibition, %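 (tested at 10 µM)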; hit rate 0.2% among 62,000; AID 559; in the data active = inhibition above about 20%;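 note: 0% = enzyme without compound and 100% = no enzyme blank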
# NADH enzymes – blocks coupling enzymes of NAD/NADH assays | coupled PK/LDH NADH assays, four targets | IC50, µM (titrated, usually from 10 µM), for the others: top-dose inhibition | hit rate 0.02% among 65,000 | AID 774;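 active = single-dose screening hits from any of four coupled enzyme assays that gave an IC50 when retested across doses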;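 note: the DPM-DC format reads NADH fluorescence rather than 340 nm absorbance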
# M1 antagonist – blocks the rat M1 muscarinic receptor response to acetylcholine. P08482. CHO-M1 cells, Fluo-4 calcium, ACh EC80 antagonist mode; stronger effect = lower value. B-score at 10 µM. hit rate 3.4% among 64,000. AID 628;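 active = calcium fluorescence response, raw or row-and-column corrected B-score, differing from the plate sample mean either way at a set confidence level, mostly lower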
# M1 ag – M1 muscarinic receptor agonism | hit rate 3% among 64,000 | CHO-M1 cells, Fluo-4 calcium fluorescence, agonist mode; stronger effect = higher value | B-score at 10 µM | AID 626;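 active = fluorescence rise, raw or as B-score row- and column-corrected plate score, outside the 99.7% band of its plate's samples, either direction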
# Ecoli tolC – growth inhibitors of E. coli BW25113 tolC mutant; OD615; growth inhibition, % at 10 µM (by protocol); hit rate 2.2% among 65,000;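 active = growth inhibition at or above a cutoff equal to the mean over every tested compound plus 3 SD, cut at about 60% in these data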;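 note: growth measured after 20 h incubation at 37 °C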
#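 Signal: optical density read at 615 nm; Assay system: E. coli ΔtolC::kan strain BW25113; Times: 20 h incubation with compound, 37 °C; Dosing: 10 µM final, single dose.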
# TNAP act mid DEA – activators of human TNAP at intermediate phosphate acceptor; purified TNAP, CDP-star luminescence, 100 mM DEA, 30 min; stronger effect = higher value; scale: 0 levamisole-inhibited, 1 vehicle-only enzyme; activation factor at 20 µM; 64,000 tested, under 10 active; AID 813;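 active = activation factor of at least 2 at 20 µM, relative to controls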
# Target sequence (P05186 whole entry, looked up): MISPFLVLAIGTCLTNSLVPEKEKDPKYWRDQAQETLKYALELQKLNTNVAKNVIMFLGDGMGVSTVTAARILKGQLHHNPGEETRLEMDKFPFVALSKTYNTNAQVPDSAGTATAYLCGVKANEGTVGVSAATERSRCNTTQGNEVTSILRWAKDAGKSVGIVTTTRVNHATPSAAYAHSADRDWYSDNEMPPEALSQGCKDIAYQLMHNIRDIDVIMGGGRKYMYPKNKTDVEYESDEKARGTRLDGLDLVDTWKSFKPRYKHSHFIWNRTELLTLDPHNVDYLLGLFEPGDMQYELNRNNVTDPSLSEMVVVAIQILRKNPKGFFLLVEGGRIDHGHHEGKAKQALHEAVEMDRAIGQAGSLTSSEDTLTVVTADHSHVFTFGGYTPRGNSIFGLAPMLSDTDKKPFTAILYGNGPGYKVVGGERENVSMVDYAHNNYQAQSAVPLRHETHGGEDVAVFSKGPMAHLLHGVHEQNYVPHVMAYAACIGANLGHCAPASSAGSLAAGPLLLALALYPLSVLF
# The depositor's hits bear a star; nt = no result given; [ ] = another dose, or the depositor's remark.
SMILES,Fluor 339 460,SF-1 act,RORA act,Ec RNAP inh,NADH enzymes,M1 antagonist,M1 ag,Ecoli tolC,TNAP act mid DEA
N#Cc1ccc(NC(=O)N2CCC(c3nc4c(nnn4Cc4cccc(Cl)c4)c(=O)[nH]3)CC2)cc1,1.1,-20,21,2,5%,-0.98,0.017,4,1
COC(=O)c1cc(OC)c(OC)cc1NC(=O)CCCCCN1C(=O)CCC1=O,1.8,-4,-1,4,7%,0.83,-0.34,3,0.9
O=C(Cn1nc(C(F)(F)F)c2c1CCC2)NCc1ccc(F)cc1,1.1,-14,31,-1,2%,0.72,0.61,5,0.9
Cc1ccc(NC(=O)N(Cc2cc3cc(C)cc(C)c3[nH]c2=O)CC2COCCO2)cc1 (stereo not drawn),1.3,10,-14,7,5%,0.039,-0.15,8,0.9
Cc1cc(C)n(CCOC(=O)c2sc3ccccc3c2Cl)n1,1.1,-7,0,9,4%,-0.5,1.1,55,1
Cn1c(C(=O)NCCCN2CCCCCC2)cc2c(=O)n(C)c3ccccc3c21,1.4,4,7,-5,4%,-3.2*,-0.039,9,0.9
CC1(C)CC(=O)C(C=NC2CCCCC2)=C(O)C1,1.1,-7,-6,5,5%,0.11,-0.051,1,1
O=C(N1CCOCC1)N1CCC(n2nnc3cc(F)ccc32)CC1,1.1,5,-13,6,3%,nt,nt,-13,0.9
COC(=O)c1ccccc1NC(=O)C1CCCC1,1.2,-7,4,7,2%,0.22,1.1,-2,1.1
CCOC(=O)COc1cc2c3c(c(=O)oc2cc1C)CCCC3,1.8,-9,11,-1,11%,-17*,1.5,19,0.9
Cc1ccc(Cl)cc1N1CCN(S(=O)(=O)c2ccc3c(c2)OCCO3)CC1,1.1,2,8,7,5%,-0.68,-0.56,25,0.9
CC1CCCc2sc3nc(NCc4ccco4)n4ncnc4c3c21 (stereo not drawn),1.1,0,0,5,2%,-0.3,-0.96,81*,0.9
O=C(Nc1cccnc1)Nc1ccc(F)c(Cl)c1,1,18,24,0,2%,-0.86,-1,49,0.8
Cc1cc(OCC(=O)Nc2ccc3oc(-c4ccncc4)nc3c2)ccc1Cl,1.9,26,10,7,5%,0.58,-0.59,8,0.9
C/C(N)=C(/C#N)C(=O)CSc1ncnc2ccccc12,1.1,3,1,6,10%,0.039,0.21,1,0.9
COc1ccc(-c2cnc(N)n2CC2CCCO2)cc1 (stereo not drawn),1,6,-5,13,4%,-0.77,-0.84,64*,0.9
Cn1cnc(S(=O)(=O)N2CCc3ccccc32)c1,1.1,2,-24,2,6%,0.093,-0.23,-22,0.9
COc1ccc(-n2c(=O)c3c4c(sc3n3c(C)nnc23)CC(C)CC4)cc1 (stereo not drawn),1.1,8,-8,9,4%,0.006,-0.35,9,0.9
CCOC(=O)C1CCN(C(c2cc3ccc(C)c(C)c3[nH]c2=O)c2nnnn2C2CCCCC2)CC1 (stereo not drawn),1.3,19,7,8,6%,0.88,1.7,57,0.9
Cc1ccc(Cn2nnc3c(=O)[nH]c(C4CCN(S(=O)(=O)c5ccccc5)CC4)nc32)cc1,1,6,-4,7,9%,-0.29,0.085,20,0.9
Cc1cccc(Cn2c(SCCN3CCOCC3)nc3c2c(=O)n(C)c(=O)n3C)c1,1.1,2,-8,8,2%,-0.25,0.16,2,0.9
CCCNC(=O)C(Cc1ccccc1)NS(=O)(=O)c1cccc2nsnc12 (stereo not drawn),1.1,-14,2,0,6%,1.3,-1.8,-8,0.9
CC(C)(CO)NCc1ccccc1OCC(=O)Nc1ccccc1,1.1,15,-23,4,3%,0.59,-0.83,-12,0.9
CCOC(=O)C1=C(N)n2c(s/c(=C\c3cccnc3)c2=O)=C(C#N)C1c1cccnc1 (stereo not drawn),1.1,-16,17,4,4%,0.028,-0.6,-13,1
Cc1ccc(S(=O)(=O)N(C)Cc2nc(-c3ccncc3)no2)cc1,1.1,5,-13,13,7%,-0.72,0.12,1,0.9
CN(CC(=O)Nc1ccccc1Cl)C(=O)COC(=O)CNC(=O)c1ccc(Br)o1,1,-5,-6,-11,3%,-0.25,-0.51,-6,0.9
c1ccc2sc(SCc3ccc(-c4nnco4)cc3)nc2c1,1,-2,-24,10,14%,-0.17,-0.01,26,0.9
CCC(=O)Nc1c(C)c(CC)nc2ccccc12,1.1,23,-8,9,2%,0.46,0.27,-21,0.9
Cc1cc(C)nc(-n2nc(C)cc2NC(=O)CN2CCc3ccccc3C2)n1,1.1,-6,0,3,17%,-0.99,2.8,42,1
Cn1nnnc1SCc1nnc(-c2ccc(Cl)cc2)o1,1.1,1,20,4,7%,-0.68,0.31,-13,0.9
Nc1c(C(=O)Nc2ccc3c(c2)OCCO3)nnn1CCc1ccccc1,1,92*,142*,6,6%,-0.36,1.5,16,0.8
CCCCC(=O)Nc1ncc(Br)s1,1.1,6,-24,8,6%,-0.96,-0.51,-1,1
COc1ccc(CCNc2oc(-c3ccccc3OC)nc2C#N)cc1OC,3.9*,4,-4,-3,15%[fluoresces],0.35,3.6*,31,0.8
O=C(Cn1nnc2ccccc2c1=O)NCc1ccco1,1.1,-2,-3,6,4%,0.075,-0.61,-4,0.9
O=C(c1cccnc1NCc1ccc(F)cc1)N1CCOCC1,1.2,-16,-13,1,8%,-0.19,-0.19,-18,0.9
COc1ccc(C2C3=C(CCCC3=O)Nc3nc(C(F)(F)F)nn32)c(OC)c1OC (stereo not drawn),1.4,-13,-6,5,4%,0.69,-0.51,3,0.9
CN(Cc1ccccc1)c1nc2c(c(=O)n(C)c(=O)n2C)n1CCCc1ccccc1,1.1,5,11,8,4%,nt,nt,100*,0.9
COc1ccc(-c2noc(-c3ccccc3C(=O)Nc3cccnc3)n2)cc1,1.1,17,-6,11,2%,-0.00079,0.47,16,0.9
CS(=O)(=O)Nc1ccc2c(c1)nc1n2CCOC1,1.1,-2,-1,0,1%,-0.22,-0.059,-27,1
COc1ccc2c(c1)CCc1c(C(=O)N3CCCCCC3)noc1-2,1.1,57*,5,4,5%,0.57,-0.53,46,0.9
CCOC(=O)C1CCCN(Cc2c(F)cccc2Cl)C1 (stereo not drawn),1.2,-1,3,7,12%,-1.1,0.57,-9,0.9
COc1ccc(-c2csc(NCc3ccco3)n2)cc1,1.1,27,37,5,2%,0.85,0.0067,9,0.9
CC1CCc2nc(NC(=O)CSc3nc4ccccc4o3)sc2C1 (stereo not drawn),1.1,11,10,7,7%,1.1,-0.043,32,0.9
COC(=O)CC1SC(=O)NC1=O (stereo not drawn),1.1,-5,-25,4,2%,0.59,-0.0064,8,0.9
COc1ccc(-c2nnc(SCC(=O)c3cccs3)o2)cc1,1.1,42,50*,9,3%,0.49,-0.34,8,0.9

# Two of these compounds in another layout.
structure: COc1ccc(-c2csc(NCc3ccco3)n2)cc1
- Fluor 339 460: 1.1
- SF-1 act: 27
- RORA act: 37
- Ec RNAP inh: 5
- NADH enzymes: 2%
- M1 antagonist: 0.85
- M1 ag: 0.0067
- Ecoli tolC: 9
- TNAP act mid DEA: 0.9
structure: CC1CCc2nc(NC(=O)CSc3nc4ccccc4o3)sc2C1 (stereo not drawn)
- Fluor 339 460: 1.1
- SF-1 act: 11
- RORA act: 10
- Ec RNAP inh: 7
- NADH enzymes: 7%
- M1 antagonist: 1.1
- M1 ag: -0.043
- Ecoli tolC: 32
- TNAP act mid DEA: 0.9

# Following part
SMILES,Fluor 339 460,SF-1 act,RORA act,Ec RNAP inh,NADH enzymes,M1 antagonist,M1 ag,Ecoli tolC,TNAP act mid DEA
Clc1ccc(NC2=NCCC2)cc1Cl,1.2,-9,2,-4,1%,-1.3,-0.36,-1,0.9
CCOC(=O)N1CCC(NC(=O)c2cccc3c2C(=O)N(CCOC)C3)CC1,1.1,-4,0,8,5%,-0.13,-0.36,-9,0.9
Cc1ccc(-c2noc(C3CCCN(C(=O)C4CCCCC4)C3)n2)o1 (stereo not drawn),1.1,14,17,5,7%,-0.071,-0.054,4,0.9
O=C(Nc1nccs1)c1c(O)c2cccc3c2n(c1=O)CCC3,1.2,15,-3,2,3%,0.13,0.068,-2,1
CCOC(=O)C1=C(N)OC2=C(C(=O)CC(C)(C)C2)C1c1ccco1 (stereo not drawn),1.1,1,15,7,6%,0.59,0.79,-3,0.8
COc1ccccc1N1CCN(CC(O)COc2cccc3ccccc23)CC1 (stereo not drawn),1,-44,-27,9,4%,-0.94,0.015,15,0.9
COc1ccc(-c2cc(C(F)(F)F)nc(N3CCN(c4ccc(F)cc4)CC3)n2)cc1OC,1.5,18,12,4,4%,0.0071,0.25,-10,0.8
CCOC(=O)N1CCC(Nc2cccc(SC)c2)CC1,1.1,-11,0,nt,2%,0.46,-0.49,3,1
COc1ccc(OC)c(CN2C(=O)c3ccccc3C2C(=O)NCc2cccnc2)c1 (stereo not drawn),0.99,-6,-2,4,9%,-0.051,-0.83,-2,0.9
COc1cc(OC)cc(C(=O)N2CCN=C2SCc2cccnc2)c1,1.1,-10,-17,4,5%,-0.76,0.44,-2,1
CCOC(=O)c1[nH]c2ccccc2c1N=CN(CC)CC,1.2,8,-8,6,1%,-0.012,-0.29,2,0.9
CCOC(=O)C1C(c2ccc(C)o2)NC(=O)NC1(O)C(F)(F)F (stereo not drawn),1.1,-4,-14,11,6%,-0.34,0.35,-21,1
O=C(O)c1ccccc1C(=O)Nc1ccccc1,1,-18,-8,17,3%,-0.53,0.12,-8,0.9
O=C1NC(=O)C(c2cn(-c3ccccc3)nc2-c2ccc(F)cc2)N1 (stereo not drawn),1.1,5,-5,18,4%,-0.4,0.91,10,0.9
O=C(Nc1nc(-c2ccc3c(c2)OCCO3)cs1)c1ccc(S(=O)(=O)N2CCCCC2)cc1,1.3,-6,2,-1,2%,-0.29,-0.35,19,0.8
O=C(CCCCC(=O)NCc1cccs1)NCc1cccs1,1.1,-12,-6,-10,3%,1.2,0.73,-12,0.9

# Of the compounds above, these contain a Cl atom.
SMILES,Fluor 339 460,SF-1 act,RORA act,Ec RNAP inh,NADH enzymes,M1 antagonist,M1 ag,Ecoli tolC,TNAP act mid DEA
N#Cc1ccc(NC(=O)N2CCC(c3nc4c(nnn4Cc4cccc(Cl)c4)c(=O)[nH]3)CC2)cc1,1.1,-20,21,2,5%,-0.98,0.017,4,1
Cc1cc(C)n(CCOC(=O)c2sc3ccccc3c2Cl)n1,1.1,-7,0,9,4%,-0.5,1.1,55,1
Cc1ccc(Cl)cc1N1CCN(S(=O)(=O)c2ccc3c(c2)OCCO3)CC1,1.1,2,8,7,5%,-0.68,-0.56,25,0.9
O=C(Nc1cccnc1)Nc1ccc(F)c(Cl)c1,1,18,24,0,2%,-0.86,-1,49,0.8
Cc1cc(OCC(=O)Nc2ccc3oc(-c4ccncc4)nc3c2)ccc1Cl,1.9,26,10,7,5%,0.58,-0.59,8,0.9
CN(CC(=O)Nc1ccccc1Cl)C(=O)COC(=O)CNC(=O)c1ccc(Br)o1,1,-5,-6,-11,3%,-0.25,-0.51,-6,0.9
Cn1nnnc1SCc1nnc(-c2ccc(Cl)cc2)o1,1.1,1,20,4,7%,-0.68,0.31,-13,0.9
CCOC(=O)C1CCCN(Cc2c(F)cccc2Cl)C1 (stereo not drawn),1.2,-1,3,7,12%,-1.1,0.57,-9,0.9
Clc1ccc(NC2=NCCC2)cc1Cl,1.2,-9,2,-4,1%,-1.3,-0.36,-1,0.9
